# UBC13 inh: inhibitors of human UBC13 polyubiquitin chain formation; P61088; TR-FRET; inhibition, % at 20 µM; 330,000 tested, 0.47% active; in the data active = inhibition above about 45%, passing the limit was not always enough
# Target sequence (P61088 whole entry, looked up): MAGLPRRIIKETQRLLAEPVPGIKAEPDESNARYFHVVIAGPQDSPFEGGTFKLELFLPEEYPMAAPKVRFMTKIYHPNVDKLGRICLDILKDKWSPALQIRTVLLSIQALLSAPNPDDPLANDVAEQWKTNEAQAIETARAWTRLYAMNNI
# Jurkat NFkB inh: lowers PMA/ionomycin-induced NF-kB signal in Jurkat cells; inhibition, % at 4 µM; 330,000 tested, 0.53% active; PMA/ionomycin-induced NF-kB luciferase reporter, luminescence; AID 435003; in the data active = inhibition above about 50%
# APJ antagonist: APJ receptor antagonism. P35414. CHO-K1 APJ beta-arrestin complementation, luminescence. inhibition, % at 20 µM. 330,000 tested, 0.32% active. AID 2521;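 active = inhibition above about 40% at 20 µM, limit read from the data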;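 also: cells challenged with 10 nM apelin-13 agonist together with compound; plate controls were apelin-13 plus DMSO wells for no effect and DMSO wells lacking apelin-13 for full effect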
# EBI2 antag: EBI2 (human) antagonism; P32249; EBI2 beta-arrestin recruitment, luminescence, 7a,25-OHC stimulated; inhibition, % at 5 µM; 360,000 tested, 0.81% active; in the data active = inhibition above about 38%;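 also: enzyme fragment complementation signal reports receptor beta-arrestin coupling in cells; 0% = agonist plus DMSO wells and 100% = wells without agonist; some results beyond the cut were filed as inactive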
# CXCR6 inh: CXCR6 (human) receptor inhibition. 360,000 tested, 0.36% active. inhibition, % at 20 µM. CHO-K1 PathHunter CXCR6 beta-arrestin, luminescence. AID 602244. O00574; in the data active = inhibition above about 34%, passing the limit was not always enough;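 also: antagonist mode with CXCL16 agonist at 10 nM final; 0% = 10 nM CXCL16 with DMSO and 100% = unstimulated wells without agonist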
# Target sequence (O00574 whole entry, looked up): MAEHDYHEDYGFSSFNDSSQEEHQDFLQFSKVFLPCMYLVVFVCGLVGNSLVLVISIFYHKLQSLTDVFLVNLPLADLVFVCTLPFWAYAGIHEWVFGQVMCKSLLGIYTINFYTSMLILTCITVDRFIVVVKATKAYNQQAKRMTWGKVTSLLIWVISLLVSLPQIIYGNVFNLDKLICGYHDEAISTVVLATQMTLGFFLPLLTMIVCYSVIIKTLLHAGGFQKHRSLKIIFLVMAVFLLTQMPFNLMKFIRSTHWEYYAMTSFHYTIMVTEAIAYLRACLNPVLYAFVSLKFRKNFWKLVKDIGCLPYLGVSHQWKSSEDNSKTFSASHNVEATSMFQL
# 697 NFkB inh: inhibitors of the PMA/ionomycin-induced NF-kB reporter in 697 B cells | 697 B-cell NF-kB luciferase reporter, 16 h | inhibition, % at 4 µM | 330,000 tested, 0.33% active | AID 435022; in the data active = inhibition above about 35%
# CCR6 antagonist: antagonists of human CCR6 receptor; 340,000 tested, 0.49% active; P51684; inhibition, % at 20 µM; CHO-K1 CCR6 PathHunter beta-arrestin, luminescence, CCL20-stimulated;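 active = compounds whose inhibition of the agonist-driven luminescence signal at 20 µM reaches about 50%, limit read from the data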;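 also: cells stimulated with CCL20 at 14 nM final; plate controls were DMSO with CCL20 for no effect and DMSO without agonist for full effect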
# Gli-Sufu block: Gli-Sufu pathway antagonism; Sufu-KO-LIGHT fibroblasts, Gli luciferase reporter luminescence; inhibition, % at 5 µM; 340,000 tested, 0.74% active; AID 588413;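 active = inhibition above about 55%, limit read from the data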;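 also: 0% = DMSO-treated cells and 100% = wells with medium but no cells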
# * = called active by the depositor; / = no result given.
SMILES,UBC13 inh,Jurkat NFkB inh,APJ antagonist,EBI2 antag,CXCR6 inh,697 NFkB inh,CCR6 antagonist,Gli-Sufu block
Cn1c(/C=C/N(Cc2ccccc2)c2ccccc2)c([N+](=O)[O-])c(=O)n(C)c1=O,-34,7,7,-7,0,8,9,/
O=C(CN1CCCc2ccccc21)N/N=C/c1ccccc1O,22,21,10,-3,7,-24,-7,2
CCOC(=O)C(C)n1cnc2c(nnn2-c2ccccc2)c1=O (stereo unspecified),1,-3,11,-19,-6,16,-3,15
Cc1ccc(NC(=S)NC2CC3CCC(C2)N3Cc2ccco2)c(C)c1 (stereo unspecified),9,6,8,-3,-7,15,0,-2
COc1ccc(-n2c(C)cc(-c3csc(N)n3)c2C)cc1,6,9,-16,-4,2,-6,4,4
O=C(/C=C/c1ccc(Cl)cc1Cl)OCC(=O)N1CCCC1,3,4,0,4,2,5,9,7
CCN(CC)C(=O)[C@H]1CC(CC(=O)NCCN2CCOCC2)C(=O)N2CCc3c([nH]c4ccccc34)[C@]12C (stereo partly specified),-15,-3,0,1,8,-12,-1,-5
Cc1c(NC(=O)COC(=O)C2(c3ccc(F)cc3)CCCC2)c(=O)n(-c2ccccc2)n1C,-4,-3,-11,-4,6,-8,-7,-1
CCc1cc(C(=O)NNC(=S)NC2CCCCC2)cs1,-7,-82,22,-1,14,-94,19,-7
O=C(OCc1cc2ccccc2[nH]c1=O)C1CCCCC1,1,10,5,-3,0,0,-14,-29
O=C(O)[C@H](Cc1ccccc1)N1C(=O)c2ccncc2C1=O,-2,-13,9,-1,-1,14,-1,-3
Cc1cc(C(=O)COC(=O)/C=C/c2ccco2)c(C)n1C,-26,-11,-16,0,1,-14,16,2
CCOc1ccccc1CN1CCN(CCCc2ccccc2)CC1CCO (stereo unspecified),-2,16,12,2,6,-21,10,40
COc1ccc(C(=O)O)cc1N1C(=O)Nc2ccccc2N1O,-1,16,5,2,4,-1,5,-13
Cc1cc(C)c(NC(=O)C(C)OC(=O)c2cc(Br)c(Br)s2)c(C)c1 (stereo unspecified),-8,-2,-1,5,9,6,28,-4
CCc1ccccc1NC(=O)Nn1cnnc1,-6,12,22,-2,-6,3,3,2
CCN(Cc1ccncc1)C(=O)CCc1nnc(CCC2CCCCC2)o1,0,-4,1,-4,5,-18,2,8
COC(=O)NCC(C)OC(=O)Nc1cccc(Cl)c1 (stereo unspecified),-7,-9,-12,-13,11,0,8,-12
CCN(CC)c1ccc(NC(=O)CCS(=O)(=O)c2ccc(Br)cc2)c(C)c1,-3,6,-19,2,2,-2,15,7
CCCC(=O)Nc1ccc(C(=O)N2CCCC2)cc1,1,7,-12,-13,1,5,2,2
CCOc1ccc(OCCC(=O)NNC(=O)c2cc(OC)c(OC)c(OC)c2)cc1,-4,-11,-11,4,-6,19,3,1
CCCCCCCC(=O)NC(Nc1ccccc1OC)C(Cl)(Cl)Cl (stereo unspecified),-12,2,5,31,4,-40,25,5
CCn1nnnc1NC(=O)c1cc(Cl)c(OC)c(Cl)c1,10,1,-14,-12,-7,16,-18,33
O=C(Oc1cccc(-c2cnc3ccccc3n2)c1)c1ccco1,-8,-90,-9,-3,-1,-101,2,-6
COc1ccc(-c2nnc(NC(=O)c3cc(Cl)ccc3Cl)o2)cc1,-18,8,7,-11,6,0,-11,16
O=c1c2ccccc2c(C=NCc2ccccn2)c(O)n1-c1ccccc1,-28,-5,-9,6,-4,4,23,-5
COC(=O)c1ccc(N/C(C)=C/C(=O)c2ccc(C)o2)cc1,1,0,3,-8,-4,11,0,-20
COc1ccc(NC(=O)CS(=O)(=O)c2cn(CC(=O)N(C(C)C)C(C)C)c3ccccc23)c(OC)c1,-7,-3,-81,-4,-6,-5,5,7
O=C(Cc1ccccc1)NC(NC(=S)Nc1cc(Cl)ccc1Cl)C(Cl)(Cl)Cl (stereo unspecified),-9,1,2,10,-2,14,12,0
Cc1onc(-c2ccccc2)c1C(=O)N(C)CC(=O)Nc1ccc(F)c(F)c1F,17,4,-5,4,-5,-3,17,-3

# Entries listed so far containing nitrogen in an aromatic ring, in the order listed:
SMILES,UBC13 inh,Jurkat NFkB inh,APJ antagonist,EBI2 antag,CXCR6 inh,697 NFkB inh,CCR6 antagonist,Gli-Sufu block
Cn1c(/C=C/N(Cc2ccccc2)c2ccccc2)c([N+](=O)[O-])c(=O)n(C)c1=O,-34,7,7,-7,0,8,9,/
CCOC(=O)C(C)n1cnc2c(nnn2-c2ccccc2)c1=O (stereo unspecified),1,-3,11,-19,-6,16,-3,15
COc1ccc(-n2c(C)cc(-c3csc(N)n3)c2C)cc1,6,9,-16,-4,2,-6,4,4
CCN(CC)C(=O)[C@H]1CC(CC(=O)NCCN2CCOCC2)C(=O)N2CCc3c([nH]c4ccccc34)[C@]12C (stereo partly specified),-15,-3,0,1,8,-12,-1,-5
Cc1c(NC(=O)COC(=O)C2(c3ccc(F)cc3)CCCC2)c(=O)n(-c2ccccc2)n1C,-4,-3,-11,-4,6,-8,-7,-1
O=C(OCc1cc2ccccc2[nH]c1=O)C1CCCCC1,1,10,5,-3,0,0,-14,-29
O=C(O)[C@H](Cc1ccccc1)N1C(=O)c2ccncc2C1=O,-2,-13,9,-1,-1,14,-1,-3
Cc1cc(C(=O)COC(=O)/C=C/c2ccco2)c(C)n1C,-26,-11,-16,0,1,-14,16,2
CCc1ccccc1NC(=O)Nn1cnnc1,-6,12,22,-2,-6,3,3,2
CCN(Cc1ccncc1)C(=O)CCc1nnc(CCC2CCCCC2)o1,0,-4,1,-4,5,-18,2,8
CCn1nnnc1NC(=O)c1cc(Cl)c(OC)c(Cl)c1,10,1,-14,-12,-7,16,-18,33
O=C(Oc1cccc(-c2cnc3ccccc3n2)c1)c1ccco1,-8,-90,-9,-3,-1,-101,2,-6
COc1ccc(-c2nnc(NC(=O)c3cc(Cl)ccc3Cl)o2)cc1,-18,8,7,-11,6,0,-11,16
O=c1c2ccccc2c(C=NCc2ccccn2)c(O)n1-c1ccccc1,-28,-5,-9,6,-4,4,23,-5
COc1ccc(NC(=O)CS(=O)(=O)c2cn(CC(=O)N(C(C)C)C(C)C)c3ccccc23)c(OC)c1,-7,-3,-81,-4,-6,-5,5,7
Cc1onc(-c2ccccc2)c1C(=O)N(C)CC(=O)Nc1ccc(F)c(F)c1F,17,4,-5,4,-5,-3,17,-3
